# MT1-MMP act inh: blockers of MT1-MMP proenzyme processing, primary screen, HT1080 RFP-PRO-GFP cells, GFP/RFP fluorescence. Matrix metalloproteinase-14 (Homo sapiens), P50281. GFP/RFP ratio change, % at 20 µM. GFP/RFP ratio fluorescence, overnight; percent of plate control window, DMSO zero. 0.061% of 360,000 active;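 active = GFP/RFP ratio change of at least 30% with cell ATP level not reduced by more than half and red fluorescence within 50% of control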; also: strong numbers were not always called active
#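 Material – HT1080 RFP-PRO-GFP cells · Control set – DMSO wells and RFP-L50D-GFP cells · Incubation – overnight cell settling, then overnight compound exposure, 37 °C, 5% CO2 · Compound dosing – single-point 20 µM compound, 1% DMSO · Read-out – GFP/RFP fluorescence ratio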
# CSN deneddyl inh: inhibitors of CSN-mediated cullin deneddylation, primary screen, biochemical, fluorescence polarization, uHTS; COP9 signalosome complex subunit 5 (Homo sapiens), Q92905; Purified CSN, SCF-Nedd8-OG deneddylation; inhibition, % at 12.5 µM; 0.38% of 360,000 active; AID 651999, 2013;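 active = pattern-corrected inhibition above about 35%, with an unprinted fluorescence ratio check between 0.5 and 1.5, limit read from the data, passing the limit was not always enough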;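 also: 0% = enzyme with substrate and 100% = substrate without enzyme; some results filed as inactive read as strong as hits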
#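 Schedule: reaction 90 min, room temperature / Assay system: HEK293T-derived human Csn5 enzyme / Input: Csn5 at 0.24 nM final / Measure: inhibition of Csn5 cleavage, % / Control set: substrate-only high control, full reaction low control / Technique: fluorescence polarization of the substrate / Buffer or medium: Tris/NaCl/DTT buffer, pH 7.5 / Reagent: SCFSkp2-Nedd8OG substrate at 10 nM final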
# MsrA inh: bovine MsrA enzyme inhibitors, primary screen, biochemical, absorbance, HTS | Methionine sulfoxide reductase A (Bos taurus) | purified bovine MsrA, absorbance read-out | inhibition, % at 15.5 µM | 0.75% of 360,000 active; in the data active = inhibition above about 4.5%;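 also: 0% = vehicle wells with enzyme and 100% = reference inhibitor wells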
# FAS TE block: FAS thioesterase domain inhibitors, primary screen, biochemical, fluorescence intensity, uHTS; 0.67% of 360,000 active; Fatty acid synthase (Homo sapiens), P49327; inhibition, % at 15 µM; recombinant FAS-TE, OMFH fluorogenic substrate, fluorescence endpoint;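 active = compounds whose normalised, plate-corrected inhibition of enzyme fluorescence in the single-dose primary screen is 50% or more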;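 also: 0% = DMSO with enzyme and 100% = substrate without enzyme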
# Rpn11 block: Rpn11 (PSMD14) deubiquitinase inhibitors, primary screen, biochemical, fluorescence polarization, uHTS | 26S proteasome non-ATPase regulatory subunit 14 (Homo sapiens), O00487 | human 26S proteasome, Ub4-pepOG fluorescence polarization; 20S core pre-blocked with epoxomicin | calls only at 20 µM | 0.59% of 360,000 active | AID 588493, 2011;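 active = inhibition at 20 µM, scaled to each plate's controls, above about 33%, limit read from the data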
# MLLE-PAM2 inh: inhibitors of PABP1 MLLE–PAM2 peptide binding, primary screen, biochemical, fluorescence polarization, FITC-PAM2, GST-MLLE; AID 588489, 2011; 0.36% of 360,000 active; inhibition, % at 20 µM; in the data active = inhibition above about 35%, passing the limit was not always enough;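 also: plate controls were DMSO wells with GST-MLLE for no effect and wells lacking GST-MLLE protein for full effect; some results filed as inactive read as strong as hits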
# E coli Lon inh: inhibitors of E. coli Lon protease, primary screen, biochemical, fluorescence polarization; inhibition, % at 7.94 µM; P0A9M0; 0.42% of 360,000 active; purified E. coli Lon protease; AID 602123, 2011; in the data active = inhibition above about 13%, passing the limit was not always enough;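 also: 0% = enzyme with probe and DMSO and 100% = no enzyme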
# MsrA act: bovine MsrA enzyme activators, primary screen, biochemical, absorbance, HTS | purified bovine MsrA, absorbance read-out | 0.3% of 360,000 active | Methionine sulfoxide reductase A (Bos taurus) | activation, % at 10.6 µM; in the data active = activation above about 7.5%;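 also: 0% = vehicle and 100% = reference activator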
# Rin1-Abl PPI inh: inhibitors of Rin1-Abl protein binding, primary screen, biochemical, TR-FRET | 0.4% of 360,000 active | inhibition, % at 7.35 µM; in the data active = inhibition above about 5%, passing the limit was not always enough
# * hit, by the source's call; i = inactive; . = not tested or not shown; & = joins results of further samples.
smiles,MT1-MMP act inh,CSN deneddyl inh,MsrA inh,FAS TE block,Rpn11 block,MLLE-PAM2 inh,E coli Lon inh,MsrA act,Rin1-Abl PPI inh
CCc1nc2c(OCC=C(C)C)cccn2c1N(C)C(=O)c1ccccc1F,3,-2,0.3,-5,i,-3,-7,5,1
CCN(CC(=O)Nc1c(F)cccc1F)C(=O)CCSc1ccc(C)cc1,1,3,0.3,-2,i,1,-12,0,-4
CS(=O)(=O)Nc1cccc(C2=NN(C(=O)CCCC(=O)O)C(c3cccs3)C2)c1 (centres undefined),-2,5,-0.8,0,i,2,2,-3,1
CC(C)C[C@@H]1NC(=O)N(CCN2CCOCC2)C1=O,-4,-2,0.9,-6,i,0,-5,-8,-1
O=C(Nc1ccccc1C(F)(F)F)C(O)(c1ccccc1)C1CCCCC1 (centres undefined),3,6,-1.0,-10,i,-5,1,0,-1
C(#Cc1ccccc1)CN1CCOCC1,1,-2,-1.3,-2,i,1,4,-4,2
COc1ccc(Cl)cc1NC(=O)CCS(=O)(=O)c1cc2c(cc1C)NC(=O)CO2,0,2,0.7,-6,i,9,-14,1,-2
C/C(=N\OC(=O)c1cccc(Cl)c1)c1sc(C)nc1C,2,-3,0.5,-2,i,12,6,0,-1
CCOC(=O)c1nnc(-c2ccc(C)cc2)nc1Oc1ccc(Cl)cc1Cl,-2,4,1.8,15,i,3,11,-4,-3
CC(C)(C)OC(=O)NCCCCCc1nnc(SCc2c(F)cccc2Cl)o1,5,-3,1.5,28,i,-50,-2,-2,-3
O=C(NCCN1CCOCC1)c1ccccc1OCc1ccccc1,1,5,0.0,-3,i,9,6,-3,2
CCOC(=O)c1ccc(NS(=O)(=O)c2cc3c(cc2C)NC(=O)CO3)cc1,1,-2,0.4,-1,i,2,-9,-2,2
CCCn1c(SCC(=O)c2c(N)n(C3CC3)c(=O)[nH]c2=O)nnc1-c1ccncc1,-2,3,-0.3,-8,i,-26,-1,-2,-2
Cc1ccccc1C(=O)Nc1ccnn1C1CCN(C2CCSCC2)CC1,-7,-3,-0.3,-8,i,28,-17,-2,-3
N#Cc1c(/N=C/c2cc(Br)cs2)sc2c1CCC2,-3,1,-0.9,1,i,24,-6,0,-2
N/C(=N\NC(=O)c1ccc(F)cc1)c1cc2ccccc2oc1=O,3,-2,1.1,-8,i,16,9,-8,3
CC(C)CNC(=O)C1(C)CCCCCN1C(=O)c1cc2ccccc2s1 (centres undefined),-5,-3,1.1,-3,i,1,2,-2,2
O=C(COC(=O)c1ccco1)NCc1ccc(F)cc1,-1,-10,2.8,-2,i,-2,-3,-1,1
Cc1c(Cl)c(C(=O)N2CCCc3ccccc32)nn1C,-6,4,-0.6,-8,i,10,-3,-3,-1
CC(C)Cn1c(N)c(C(=O)COC(=O)C2CC(=O)N(Cc3ccccc3Cl)C2)c(=O)n(C)c1=O (centres undefined),-2,3,0.4,2,i,-3,-11,0,2
CC1=C(C(=O)Nc2cccnc2)C(c2cccnc2)n2nc(-c3cccs3)nc2N1 (centres undefined),0,-2,-0.5,-11,i,-9,11,-6,1
Cc1ccc(CNC(=O)CCc2nnc3ccc(NCCCN4CCCC4=O)nn23)cc1,2,0,0.5,-6,i,0,-1,-2,4
COc1ccc(N2CCN(C(=O)c3oc4ccccc4c3NC(=O)Cc3ccc(OC)c(OC)c3)CC2)cc1,0,-4,-1.1,15,i,8,-10,0,0
Cc1ccc(C(=O)N2N=C(c3ccccc3)CC2(O)C(F)(F)F)o1 (centres undefined),2,4,0.1,14,i,9,-3,2,1

# Just MsrA act, for some of the entries so far:
Structure | MsrA act
CC(C)Cn1c(N)c(C(=O)COC(=O)C2CC(=O)N(Cc3ccccc3Cl)C2)c(=O)n(C)c1=O (centres undefined) | 0
CC1=C(C(=O)Nc2cccnc2)C(c2cccnc2)n2nc(-c3cccs3)nc2N1 (centres undefined) | -6

# Additional records.
smiles,MT1-MMP act inh,CSN deneddyl inh,MsrA inh,FAS TE block,Rpn11 block,MLLE-PAM2 inh,E coli Lon inh,MsrA act,Rin1-Abl PPI inh
O=C(Nn1c(-c2ccc(Br)cc2)nc2ccccc2c1=O)c1ccncc1,-2,-15,-0.4,-1,i,-3,-6,-6,4
CCOc1ccc(NC(=O)CN(C)C(=O)CCCOc2ccc(Cl)c(C)c2)cc1OCC,1,-1,0.6,11,i,-25,-11,-6,0
CCOc1ccc(N=C/C=C/c2ccccc2)c(O)c1,7,-1,-0.7,-4,i,-8,14,6,-1
COc1ccc(-c2onc(C)c2-c2cnn(-c3ccccc3)c2)c(O)c1C,1,-13,1.8,12,i,-12,0,-1,-1
Cc1ccc(NC2=C/C(=N/S(=O)(=O)c3cccs3)c3ccccc3C2=O)cc1C,7,-17,-0.5,-7,i,8,-6,-5,-4
CCn1c(C)nc2cc(C(=O)NNS(=O)(=O)c3c(F)cc(F)c(Cl)c3F)ccc21,8,1,0.8,-2,i,-2,-6,-11,-1
COCCN(Cc1ccccc1)C(=O)c1cccc(S(=O)(=O)N2CCN(c3ccccc3)CC2)c1,2,9,-1.1,13,i,-16,3,-1,-3
Cc1ccc(CC(=O)N2CCN(S(=O)(=O)c3ccccc3)CC2)cc1C,8,-3,4.6*,-5,i,11,-5,-10,7
COc1ccc(NC(=O)NN2CCN(C)CC2)c(OC)c1,2,1,0.0,-6,i,-11,-3,-10,-1
CCOc1ccc(CCNC(=O)COC(=O)CCS(=O)(=O)c2ccc(C)cc2)cc1OCC,-7,1,1.1,0,i,-10,-14,-1,-1
CCCn1c(C(=O)OC)cc2c1ccn2-c1ccc(F)cc1,-4,-3,3.0,19,i,10,-9,-2,3
COc1ccccc1CCNC(=O)C(=O)NCC1OCCN1S(=O)(=O)c1ccccc1 (centres undefined),1,-2,-0.6,-4,i,-4,-12,4,0
COc1ccccc1N1C(=O)C2C3C=CC(C3)C2(C)C1=O (centres undefined),2,-1,1.0,-5,i,-1,-1,3,3
Nc1nc(N2CCN(C(c3ccccc3)c3ccccc3)CC2)n[nH]1,-4,-3,0.6,-1,i,-2,4,-8,4
O=C(CSc1nnc(NC2CC2)s1)Nc1ccc(N2CCOCC2)cc1,-3,4,1.4,-4,i,3,-9,-3,3
CCCn1nnnc1NCc1cccc(OC)c1OCC,7,3,0.0,-3,i,4,-19,-2,-3
COc1ccc(CNC(=S)N/N=C(\C)c2ccc(OC)cc2)cc1,-1,8,0.2,19,i,17,1,-12,-2
COc1ccccc1CN(C)CC(=O)Nc1cccc(S(=O)(=O)N2CCCC2)c1,1,-2,-0.1,3,i,-14,11,-1,0
Cc1occc1C(=O)NCc1nc(-c2ccccc2)no1,-2,5,-0.7,-1,i,-8,-7,-2,3
COc1ccc(C2CC=C(C(C)=O)CN2S(=O)(=O)c2ccc(Cl)cc2)cc1 (centres undefined),0&3,-6&-3,-0.1&0.1,7&12,i,-2&24,-3&2,-2&-3,3&4
Cc1c(C(=O)NCc2ccc(Cl)c(Cl)c2)sc(=O)n1Cc1ccccc1F,7,-2,-0.9,30,i,0,-5,-4,1
CS(=O)(=O)N(Cc1ccccc1)c1ccc(C(=O)NC2CCCCC2O)cc1 (centres undefined),3,-5,0.2,-5,i,5,-2,0,0
COc1ccc(C)cc1NC(=O)C1CCN(C(=O)c2ccco2)CC1,4,0,-0.6,-7,i,1,7,-7,4
CCOC(=O)Cc1nnc(Nc2cccc(O)c2)c2ccccc12,1,-2,1.0,-4,i,-18,-7,2,-1
COc1ccc(OC)c(/C=C/C(=O)OCC(=O)N2CCN(S(=O)(=O)c3ccc(C)cc3C)CC2)c1,-5,2,1.6,22,i,-4,1,0,-3
CCc1nnc(NC(=O)CSc2nnc(-c3cccnc3)n2C)s1,0,-1,0.5,-8,i,2,-2,-4,0
CCN(CC)c1nc(C#N)nc(N(CC)CC)n1,0,3,0.6,14,i,2,-1,-3,0
C[C@H]1Cn2cnc(C(=O)Nc3ccc(CNC(=O)OC(C)(C)C)cc3)c2C(=O)N1,6,0,-0.5,-4,i,11,-3,-2,-3
Cc1cccc(NC(=O)COc2ccc3c(c2)CCC3)n1,5,-2,0.7,10,i,5,11,-7,2
COc1ccc(C2CC(c3ccccc3)=NN2C(=S)Nc2ccccc2)cc1 (centres undefined),-1,3,2.5,42,i,-97,1,-10,-2
O=C(c1cccc(S(=O)(=O)N2CCOCC2)c1)N1CCN(S(=O)(=O)c2cccs2)CC1,1,2,-0.2,-4,i,-1,5,-1,4
O=c1[nH]nc(SCc2nc3ccccc3s2)n1C1CC1,3,2,-0.4,-12,i,-16,13,-1,1
CC(C)(C)n1cnc2cc(NS(=O)(=O)c3ccccc3)ccc21,1,2,-0.4,-5,i,0,-7,-4,2
Cc1nccn1CC(=O)N/N=C/c1cccc(O)c1,2,-8,0.7,-5,i,-5,2,-3,-3
O=c1[nH]c2ccc([N+](=O)[O-])cc2[nH]1,3,-6,2.5,9,i,-5,2,-5,4
Cc1ccc(S(=O)(=O)/N=C2\C=C(Nc3cccc(C(=O)O)c3)C(=O)c3ccccc32)c(C)c1,21,13,25*,14,i,13,-1,-3,2
COc1ccccc1NC(=O)CCSc1nnc(-c2ccc(O)cc2)o1,-1,-8,1.1,-2,i,-3,-15,-4,2
COC(=O)c1cc(C(=O)N2CCc3ccccc32)cc([N+](=O)[O-])c1,1,-3,0.6,15,i,4,0,-5,-2
O=C(Nc1ccc(F)cc1F)N1CCCC(c2nc(-c3ccc(F)cc3)no2)C1 (centres undefined),-2,0,-1.2,8,i,6,0,-15,3
O=C(Cn1cc2c(n1)CCCCC2)Nc1c(F)c(F)cc(F)c1F,0,-1,-1.1,-2,i,-4,4,-1,-4
O=C(O)c1ccccc1Nc1cccc(C(F)(F)F)c1,3,-6,-0.6,0,i,3,-6,-3,0
COC(=O)c1cc(C#N)c(N2CCN(C)CC2)nc1C,-10,2,-0.1,-5,i,6,-1,-3,-2
C=CCN(C(=O)Nc1ccccc1)C1CC(=O)N(c2ccc(OC)cc2)C1=O (centres undefined),8,1,1.6,-5,i,-4,11,5,0
O=C(CCC(=O)c1ccc(Oc2ccccc2)cc1)Nc1cccc(Cl)c1,12,-1,-0.2,1,i,4,-10,-1,-1
CC(C)C(C(=O)NCC1CCCO1)N(C(=O)CNS(=O)(=O)c1ccccc1)C1CCCCC1 (centres undefined),-2,5,1.0,-6,i,3,-3,-1,4
Fc1ccc(/C=N/NC2=Nc3cccc4cccc2c34)cc1,-7,21,0.0,-15,.,-2,-28,-4,1

# Compounds as they come; 3.7% or so of the library scored in one or more.
